M5 antag – antagonists of human muscarinic M5 receptor (CHRM5); 360,000 tested, 0.59% active; P08912; inhibition, % at 3 µM; CHO-hM5 cells, Fluo-8 calcium fluorescence, ACh EC80;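 active = inhibition above a per-plate cutoff, the mean of that plate's test compounds plus 3 SD, cut at about 27% in these data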;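 note: 0% = acetylcholine EC80 with DMSO and 100% = DMSO without agonist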
Target sequence (P08912 whole entry, looked up): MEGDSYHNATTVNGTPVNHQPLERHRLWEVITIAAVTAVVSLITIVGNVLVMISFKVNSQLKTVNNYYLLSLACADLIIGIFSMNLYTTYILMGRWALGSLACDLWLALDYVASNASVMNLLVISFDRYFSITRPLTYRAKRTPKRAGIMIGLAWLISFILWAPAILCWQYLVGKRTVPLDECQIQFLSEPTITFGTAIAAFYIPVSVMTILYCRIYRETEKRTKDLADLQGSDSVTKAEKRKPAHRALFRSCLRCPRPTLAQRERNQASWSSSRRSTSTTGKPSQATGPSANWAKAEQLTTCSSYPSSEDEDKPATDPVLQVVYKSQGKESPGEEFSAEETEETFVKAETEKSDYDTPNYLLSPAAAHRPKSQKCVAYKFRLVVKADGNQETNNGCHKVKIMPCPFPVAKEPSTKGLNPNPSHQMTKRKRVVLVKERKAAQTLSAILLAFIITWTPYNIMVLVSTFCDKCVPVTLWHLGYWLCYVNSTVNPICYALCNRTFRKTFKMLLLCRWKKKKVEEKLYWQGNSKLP
M4 PAM – CHRM4 positive allosteric modulation. activation, % at 3 µM. P08173. 360,000 tested, 0.4% active. CHO-K1 hM4/Gqi5, Fluo-8 calcium fluorescence, ACh EC20; 0% = ACh EC20, 100% = maximal ACh;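 active = activation above its plate's cutoff, the mean activation of sample wells plus 3 SD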; note: some results filed as inactive read as strong as hits
Target sequence (P08173 whole entry, looked up): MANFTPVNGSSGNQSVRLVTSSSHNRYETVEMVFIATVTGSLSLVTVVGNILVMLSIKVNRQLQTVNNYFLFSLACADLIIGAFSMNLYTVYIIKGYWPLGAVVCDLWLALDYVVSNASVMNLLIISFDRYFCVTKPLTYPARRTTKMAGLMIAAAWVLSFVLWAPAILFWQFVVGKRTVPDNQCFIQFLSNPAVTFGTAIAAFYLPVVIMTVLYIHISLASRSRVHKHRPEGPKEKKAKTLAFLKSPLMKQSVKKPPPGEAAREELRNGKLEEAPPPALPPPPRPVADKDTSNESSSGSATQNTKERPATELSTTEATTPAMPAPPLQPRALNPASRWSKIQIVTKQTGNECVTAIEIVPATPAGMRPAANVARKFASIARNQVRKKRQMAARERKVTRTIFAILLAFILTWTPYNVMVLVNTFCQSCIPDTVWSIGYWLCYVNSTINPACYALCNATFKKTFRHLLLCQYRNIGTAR
M5 ag – agonists of human muscarinic M5 receptor (CHRM5) | CHO-K1 hM5 cells, Fluo-8 calcium fluorescence; 0% DMSO wells, 100% maximal acetylcholine response | P08912 | 360,000 tested, 0.19% active | activation, % at 3 µM;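 active = activation above the run's mean over test compounds plus 3 SD, cut at about 23% in these data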;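 note: signal is peak over basal fluorescence ratio across the kinetic read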
IDE inh – inhibits human insulin-degrading enzyme in HEK cells; P14735; FAbetaB cleavage, fluorescence polarization; inhibition, % at 5.59 µM; 320,000 tested, 0.41% active; AID 434962;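 active = percent inhibition above the average of all tested compounds plus 3 SD, set per screening campaign, cut at about 16% in these data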;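 note: IDE supplied by intact live HEK cells; FP after avidin binding of uncleaved biotin substrate so inhibition keeps polarization high; 0% = DMSO wells and 100% = 60 µM reference IDE inhibitor Ii1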
CRFBP-R2 agonist – agonists of human CRF-binding protein/CRF-R2 receptor complex. HEK293 CRF-R2/CRF-BP, calcium dye fluorescence (FLIPR); percent of saturating CRF peptide response. 350,000 tested, 0.46% active. activation, % at 13.2 µM;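 active = activation of at least 50%, plus an integration ratio under a set limit after plate pattern correction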;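 note: plate controls were neutral control wells without compound for no effect and CRF at EC100 for full effect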
CHRM5 PAM – positive allosteric modulators of human muscarinic M5 receptor; activation, % at 3 µM; AID 624038; CHO-K1 hM5, Fluo-8 calcium, ACh EC20 PAM; 0% = ACh EC20, 100% = ACh EC100; 360,000 tested, 0.3% active;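 active = activation above the run cutoff, the mean activation of all test compounds plus 3 SD, cut at about 18% in these data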
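Assay system: CHO-K1 hM5 cells / Incubation: Fluo-8 loading 80 min at 37 °C plus 30 min room temperature / Technique: Fluo-8 calcium dye fluorescence, kinetic read / Repeats: single replicate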
M4 ag – CHRM4 agonism in calcium assay; AID 624127; activation, % at 3 µM; CHO-K1 hM4/Gqi5, Fluo-8 calcium fluorescence; vehicle 0%, full acetylcholine response 100%; 360,000 tested, 0.14% active; P08173;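 active = activation above the run mean over all test wells plus 3 SD, cut at about 32% in these data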;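 note: peak over basal fluorescence ratio per well then scaled between controls; 0% = DMSO wells and 100% = acetylcholine at EC100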
CHRM4 antagonist – antagonists of human muscarinic M4 receptor (CHRM4); P08173; CHO-hM4 cells, ACh EC80, Fluo-8 calcium fluorescence; inhibition, % at 3 µM; 360,000 tested, 0.73% active;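 active = inhibition above its plate's cutoff, the mean inhibition of sample wells plus 3 SD, cut at about 27% in these data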;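 note: 0% = acetylcholine EC80 with DMSO and 100% = DMSO without agonist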
CRFR2-BP antag – antagonists of CRF-binding protein/CRF-R2 receptor complex. HEK293 CRF-R2/CRF-BP, CRF-induced calcium fluorescence. inhibition, % at 11.8 µM. 350,000 tested, 0.59% active. AID 588475;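 active = inhibition of the ligand-induced calcium signal above about 50% at the single tested concentration, limit read from the data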
Starred values were filed as active, the others as inactive; nt = no result given. Some of the compounds tested; count on the stated rates, not on these rows.

cpd	structure	M5 antag	CRFR2-BP antag	IDE inh	CRFBP-R2 agonist	CHRM4 antagonist
1	COC1C(C)OC(OC2CC(C)(O)Cc3cc4c(c(O)c32)C(=O)c2c(O)cc3c(c2C4=O)OC2OC3(C)C(O)C(N(C)C)C2O)C(OC)C1(C)OC (stereo not drawn)	15	-202	nt	198*	-8
2	OC(C#CCN1CCOCC1)(c1ccccc1)C1CCCC1 (stereo not drawn)	2	-4	3	2.5	16
3	CC(C)c1ccc(N=Cc2c(O)n(C3CC3)c(=S)[nH]c2=O)cc1	4	-59	-6	2.0	14
4	Cc1ccc(O)c(C(=O)c2cc(C(=O)NCc3ccccc3)c(=O)n(Cc3ccccc3)c2)c1	-2	-2	4	7.3	0
5	O=C1NC(=O)N(c2ccc3c(c2)OCO3)C(=O)/C1=C\c1ccsc1	14	0	0	2.6	6
6	Cc1cc(OCC(=O)NCC2CCC(C(=O)O)CC2)c2c3c(c(=O)oc2c1)CCC3 (stereo not drawn)	6	11	1	-0.1	3
7	COC(=O)C1=C(c2ccc(S(C)(=O)=O)cc2)C[C@@H]2CC[C@H]1N2C(=O)NCC1CC1	12	1	5	0.2	3
8	O=C(O)c1[nH]c(=O)[nH]c(=O)c1F	15	9	5	2.1	-3

cpd	M4 PAM	M4 ag	CHRM5 PAM	M5 ag
1	7	14	-19	30*
2	-7	1	-14	-8
3	-18	6	-4	-1
4	-8	-1	-5	1
5	-1	1	-8	-3
6	-4	0	0	2
7	5	1	1	4
8	5	1	-1	-3

cpd	structure	M5 antag	CRFR2-BP antag	IDE inh	CRFBP-R2 agonist	CHRM4 antagonist
9	O=C(CCc1nc(-c2ccccc2F)no1)N1CCC2(CC1)OCCO2	-6	12	-4	-1.5	-11
10	CCOc1ccc(CN2CCN(C(=O)Cc3ccccc3)CC2)cc1	0	2	6	1.1	-1
11	CCCC/C(=N\O)c1c[nH]c2ccccc12	3	37	3	-2.4	3
12	NS(=O)(=O)c1cccc(N2CCNCC2)c1	-7	5	-3	-0.6	2
13	CCOc1ccc(N2C(=O)NC(=O)/C(=C\c3ccccc3[N+](=O)[O-])C2=O)cc1	8	-14	6	-0.3	6
14	Fc1c(F)c(F)c(N2CCNCC2)c(F)c1F	0	-4	-3	1.3	-8
15	Clc1ccc(OCC#CCN2CCCCCC2)cc1	35*	3	-6	-0.3	33*
16	O=C(N/N=C/c1c(O)n(CCc2ccccc2)c(=O)[nH]c1=O)c1ccncc1	5	-26	5	0.7	2

cpd	M4 PAM	M4 ag	CHRM5 PAM	M5 ag
9	11	1	-3	-3
10	-1	1	-1	-9
11	2	-1	0	-1
12	3	0	-2	-1
13	-20	8	-11	1
14	7	1	9	-12
15	-23	0	-30	-15
16	2	0	-1	-1

In the list so far, 2 have a COOH group.
cpd	structure	M5 antag	CRFR2-BP antag	IDE inh	CRFBP-R2 agonist	CHRM4 antagonist
6	Cc1cc(OCC(=O)NCC2CCC(C(=O)O)CC2)c2c3c(c(=O)oc2c1)CCC3 (stereo not drawn)	6	11	1	-0.1	3
8	O=C(O)c1[nH]c(=O)[nH]c(=O)c1F	15	9	5	2.1	-3

cpd	M4 PAM	M4 ag	CHRM5 PAM	M5 ag
6	-4	0	0	2
8	5	1	-1	-3

Later entries
cpd	structure	M5 antag	CRFR2-BP antag	IDE inh	CRFBP-R2 agonist	CHRM4 antagonist
17	COc1cccc(OC)c1C1=NCC(=O)Nc2c1oc1ccc(Br)cc21	-2	-26	-1	-0.3	-6
18	CCC(=O)Nc1ccc(N2CCN(CC)CC2)c(Cl)c1	0	4	3	-1.6	7
19	O=C1CC(c2ccccc2)CN1 (stereo not drawn)	7	-5	5	-0.1	5
20	O=c1c2ccccc2nc(/C=C/c2ccccc2)n1-c1ccc(O)cc1	8	-4	7	0.9	-2
21	Cc1cc(C(=O)Nc2ccccc2)nn1C(C)(C)C	1	1	6	0.2	4
22	COC(=O)C1=C(c2cc3ccccc3o2)C[C@@H]2CC[C@H]1N2C(=O)NCc1ccc(F)cc1	9	16	2	-2.1	13
23	CCC(c1nnnn1-c1ccc(OC)cc1)N1CCC(n2c(=O)[nH]c3ccccc32)CC1 (stereo not drawn)	8	nt	nt	nt	0
24	S=C(NCCc1ccccc1)N1Cc2cc(-c3ccccc3)ccc2-n2nncc2C1	-8	nt	nt	nt	8

cpd	M4 PAM	M4 ag	CHRM5 PAM	M5 ag
17	2	1	0	1
18	-4	2	-4	-7
19	-5	1	-4	0
20	-6	8	-10	-4
21	-2	-1	5	-1
22	-16	0	-23	-12
23	-7	20	-11	6
24	-8	1	-5	-2

cpd	structure	M5 antag	CRFR2-BP antag	IDE inh	CRFBP-R2 agonist	CHRM4 antagonist
25	O=C(c1cn(Cc2ccccc2)c2ccccc12)N1CCCCC1	4	32	2	-1.2	-3
26	O=C(Cc1ccccc1)N1CCN(Cc2cccc(Br)c2)CC1	7	-5	0	-6.2	5
27	O=C1NC(=O)C(CCc2ccncc2)(C2CCCCC2)C(=O)N1	2	-26	-3	0.4	-1
28	COc1ccc(CC(C)NC2CCCCCC2)cc1 (stereo not drawn)	10	-3	6	24	1
29	CCOc1cc2c(cc1OCC)-n1cccc1C(c1ccccc1OC)NC2 (stereo not drawn)	16	14	8	6.9	6
30	CN(C)c1ccc(NC(=O)CN2C(=O)CN=C(c3ccccc3)c3ccccc32)cc1	5	24	0	-0.4	-12
31	COc1ccc(C(CNC(=O)c2ccc3c(c2)CCC3)N(C)C)cc1 (stereo not drawn)	5	-22	4	4.6	17
32	COc1ccccc1CN1CCCCC1c1cccnc1 (stereo not drawn)	0	6	-6	-1.4	1

cpd	M4 PAM	M4 ag	CHRM5 PAM	M5 ag
25	3	0	3	-5
26	-8	1	1	-5
27	16	1	3	-5
28	-2	1	0	-8
29	-8	2	-8	-2
30	-6	1	-3	-2
31	-2	3	2	-7
32	-2	0	0	-2

cpd	structure	M5 antag	CRFR2-BP antag	IDE inh	CRFBP-R2 agonist	CHRM4 antagonist
33	CN(C(=O)Oc1cccc2cccnc12)c1ccccc1	2	9	-2	0.2	4
34	O=C(c1ccc(CS(=O)(=O)c2ccccc2)o1)N1CCC2(CC1)OCCO2	-1	3	2	0.6	-13
35	C[C@]12CCC3C(CC[C@H]4C[C@@H](O)CC[C@]34C)C1CC[C@@H]2O (stereo partly drawn)	2	-5	7	-1.8	-6
36	CC(NC(=O)Cc1cccc2ccccc12)C(=O)N1CCC(=O)CC1 (stereo not drawn)	14	8	12	-0.2	-2
37	CCC1([N+](=O)[O-])COP(N)(=O)OC1 (stereo not drawn)	7	7	nt	-2.3	2
38	Clc1ccc(COC(Cn2ccnc2)c2ccc(Cl)cc2Cl)cc1 (stereo not drawn)	-13	5	9	0.9	-4
39	c1ccc2c(CN3CCCCCC3)c[nH]c2c1	3	-4	0	-1.3	4
40	Cc1nc2ccccc2c(=O)n1/N=C/c1cc(Br)cc(Br)c1O	2	-12	7	15	-19

cpd	M4 PAM	M4 ag	CHRM5 PAM	M5 ag
33	4	2	0	2
34	16	2	-3	1
35	11	1	3	4
36	7	1	1	0
37	-4	1	-3	1
38	-8	1	-5	-1
39	2	1	-2	-6
40	6	2	5	5

cpd	structure	M5 antag	CRFR2-BP antag	IDE inh	CRFBP-R2 agonist	CHRM4 antagonist
41	CC(=O)Nc1ccccc1C(=O)OCc1ccc(F)cc1	5	7	5	-1.7	-4
42	O=C1NCN(c2ccccc2)C12CCN(C(c1nnnn1Cc1ccccc1)C1CC1)CC2 (stereo not drawn)	1	nt	nt	nt	-11
43	O=C(Cc1ccccc1)Oc1ccccc1N1C(=O)CCC1=O	-2	-6	-1	1.5	5
44	Cc1sc2ncn(CC(=O)N3CCC4(CC3)OCCO4)c(=O)c2c1C	0	5	7	-1.7	5
45	O=C1NC(=O)C(=Cc2ccc(-c3ccccc3[N+](=O)[O-])o2)C(=O)N1	3	-42	-1	5.7	3
46	c1ccc(-c2cc(-c3ccccc3)[n+](-c3ccccc3)c(-c3ccccc3)c2)cc1	48*	-13	2	20	73*
47	CCN(CC)c1ccc(CC2C(=O)N(C)C(=O)N(C)C2=O)cc1	0	-13	4	6.0	0
48	C[C@H](N)CN1CCc2ccc(Br)cc21	0	-21	0	1.1	-14
49	O=C(Cn1nc(-c2ccccc2)ccc1=O)N1CCC2(CC1)OCCO2	10	3	1	0.1	0
50	O=C(NCCN1CCOCC1)c1ccc(Cl)nc1Cl	-12	-14	-4	-0.2	-17

cpd	M4 PAM	M4 ag	CHRM5 PAM	M5 ag
41	-5	1	-1	3
42	-11	17	0	9
43	3	1	-5	-11
44	0	1	0	-2
45	-2	1	-1	-2
46	-41	11	-31	-12
47	0	3	-1	-2
48	-1	3	-7	-1
49	7	2	8	4
50	5	2	9	-1

In a second layout: four of the compounds above
45) O=C1NC(=O)C(=Cc2ccc(-c3ccccc3[N+](=O)[O-])o2)C(=O)N1
  M5 antag: 3	CRFR2-BP antag: -42	IDE inh: -1	CRFBP-R2 agonist: 5.7	CHRM4 antagonist: 3	M4 PAM: -2	M4 ag: 1	CHRM5 PAM: -1	M5 ag: -2

43) O=C(Cc1ccccc1)Oc1ccccc1N1C(=O)CCC1=O
  M5 antag: -2	CRFR2-BP antag: -6	IDE inh: -1	CRFBP-R2 agonist: 1.5	CHRM4 antagonist: 5	M4 PAM: 3	M4 ag: 1	CHRM5 PAM: -5	M5 ag: -11

41) CC(=O)Nc1ccccc1C(=O)OCc1ccc(F)cc1
  M5 antag: 5	CRFR2-BP antag: 7	IDE inh: 5	CRFBP-R2 agonist: -1.7	CHRM4 antagonist: -4	M4 PAM: -5	M4 ag: 1	CHRM5 PAM: -1	M5 ag: 3

42) O=C1NCN(c2ccccc2)C12CCN(C(c1nnnn1Cc1ccccc1)C1CC1)CC2 (stereo not drawn)
  M5 antag: 1	CRFR2-BP antag: nt	IDE inh: nt	CRFBP-R2 agonist: nt	CHRM4 antagonist: -11	M4 PAM: -11	M4 ag: 17	CHRM5 PAM: 0	M5 ag: 9

High-throughput results from PubChem BioAssay.
